ERp5 block = blocks human ERp5 reductase activity on insulin. ERp5 insulin aggregation, absorbance 650 nm, 90 min. Q15084. 0.05% of 350,000 active. inhibition, % at 9.99 µM;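 active = mean replicate inhibition above about 25%, with every replicate also reaching it, limit read from the data, passing the limit was not always enough; inconclusive = only one of those two criteria met; inactive = neither criterion met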
Target sequence (Q15084 whole entry, looked up): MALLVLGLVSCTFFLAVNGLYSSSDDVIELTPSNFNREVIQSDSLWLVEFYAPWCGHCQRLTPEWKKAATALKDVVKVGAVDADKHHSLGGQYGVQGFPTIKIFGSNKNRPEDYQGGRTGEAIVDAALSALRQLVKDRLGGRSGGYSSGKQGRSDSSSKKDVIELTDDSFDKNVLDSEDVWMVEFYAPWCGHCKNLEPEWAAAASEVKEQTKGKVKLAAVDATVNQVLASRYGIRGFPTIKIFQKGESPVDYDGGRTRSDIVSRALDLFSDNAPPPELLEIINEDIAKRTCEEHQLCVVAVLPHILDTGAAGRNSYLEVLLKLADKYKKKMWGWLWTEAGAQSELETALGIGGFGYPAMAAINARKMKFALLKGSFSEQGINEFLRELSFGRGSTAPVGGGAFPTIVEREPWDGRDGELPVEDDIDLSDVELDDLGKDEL
RAD52 inh = blocks human RAD52 DNA annealing. 0.46% of 360,000 active. P43351. AID 651710. recombinant RAD52 DNA annealing, FRET fluorescence. inhibition, % at 18.7 µM;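 active = every replicate showing at least 50% inhibition; inconclusive = mean inhibition at least 50% but not in every replicate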
Target sequence (P43351 whole entry, looked up): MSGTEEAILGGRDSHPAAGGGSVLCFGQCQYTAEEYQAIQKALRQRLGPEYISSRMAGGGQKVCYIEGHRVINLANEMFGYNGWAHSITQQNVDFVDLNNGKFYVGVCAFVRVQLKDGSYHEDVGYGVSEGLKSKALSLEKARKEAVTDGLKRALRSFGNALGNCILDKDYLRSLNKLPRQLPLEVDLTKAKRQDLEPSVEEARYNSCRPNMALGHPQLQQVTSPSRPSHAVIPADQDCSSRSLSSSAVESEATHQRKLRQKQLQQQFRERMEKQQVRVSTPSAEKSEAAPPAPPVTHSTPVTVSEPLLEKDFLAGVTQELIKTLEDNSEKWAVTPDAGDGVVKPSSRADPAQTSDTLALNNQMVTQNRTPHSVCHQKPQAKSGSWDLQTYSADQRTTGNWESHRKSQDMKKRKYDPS
S100A4 inh HTS = S100A4-myosin IIA interaction inhibition | P26447 | inhibition, % at 10.7 µM | AID 652163 | 0.14% of 360,000 active | S100A4/TAMRA-MyoIIA peptide fluorescence polarization;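 active = mean inhibition of at least 70% across replicates, with every replicate also reaching that level; inconclusive = mean inhibition reaches 70% but some replicates fall short; inactive = mean inhibition below 70%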
Target sequence (P26447 whole entry, looked up): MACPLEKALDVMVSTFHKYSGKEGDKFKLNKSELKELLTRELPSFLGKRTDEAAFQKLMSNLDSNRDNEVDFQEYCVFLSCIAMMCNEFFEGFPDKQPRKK
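Test system – S100A4 monomer (human) · Compound – single-point compound testing · Schedule – 5 min incubation before reading · Probe or stimulus – TAMRA-labelled myosin IIA heavy-chain peptide probe, 5 nM · Benchmarks – neutral control DMSO, positive control TFP · Medium – Calcium-containing HEPES buffer, pH 7.2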
RAD54 inh = inhibitors of human RAD54 branch migration; Q92698; RAD54 Holliday junction branch migration, FAM/BHQ fluorescence; inhibition, % at 10.4 µM; 0.14% of 360,000 active; AID 602329;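 active = mean normalized replicate activity at least 40 and at least half of replicates scoring 40 or more; inconclusive = only one of the two criteria met; inactive = mean below 40 and under half of replicates reaching 40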;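 note: 0% = median of neutral control wells and 100% = median of positive control wells; inhibitors cause a drop in the FAM fluorescence signal; in these data hits start at about 50%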
XiGFP reactiv = reactivates the inactive X chromosome in mouse fibroblasts | XiGFP mouse fibroblasts, % GFP-positive cells imaging, 3 d; cells co-treated with 5-aza-dC sensitizer; scaled so ellipticine positive control = 100% | 0.055% of 360,000 active | activation, % at 7.58 µM | AID 743238;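 active = mean normalized replicate activation at least 10% and every replicate at or above 10%; inconclusive = only one of the two criteria met; inactive = mean below 10% and not all replicates reach 10%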;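 note: 0% = median of on-plate neutral control wells and 100% = ellipticine 6 µM median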
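Assay system – SV40-immortalized XiGFP fibroblast cells, line 68-5-11 · Buffer or medium – DMEM supplemented with 5-aza-dC as sensitizing agent · Dosing – one concentration, pinned · Benchmarks – positive control ellipticine, 6 µM final · Times – 3 days compound exposure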
esBAF inh = blocks esBAF chromatin remodeling in mouse ES cells. AID 602393. 2% of 350,000 active. reporter increase, % at 12.5 µM. Bmi1-luciferase knock-in reporter, 24 h; 100% = twice the neutral-well signal; in the data active = activation above about 40%; inconclusive = no clear call, values can overlap the other calls;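 note: 0% = median of the plate's neutral control wells and 100% = double that signal; a rise in the Bmi1 reporter signal indicates esBAF inhibition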
ERAP1 inh = inhibitors of human ERAP1 aminopeptidase | 0.15% of 340,000 active | Q9NZ08 | recombinant ERAP1, Leu-AMC fluorescence, 60 min | inhibition, % at 10.7 µM;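 active = mean replicate inhibition of at least 30%, or all replicates individually reaching that 30% level; inactive = mean below 30% and not every replicate reaching it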;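 note: 0% = neutral control wells and 100% = L-leucinethiol positive control wells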
E-sel inducer = induces E-selectin expression in human endothelial cells; P16581; HUVEC E-selectin immunofluorescence imaging; normalized: neutral wells 0, TNF-alpha wells 100; activation, % at 7.58 µM; 0.37% of 260,000 active; AID 686992;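 active = mean E-selectin-positive cell signal at least 10% of the positive control, reached in at least 60% of replicates, without over 20% cell loss; inconclusive = no rule given, readout overlaps actives, possibly toxicity-flagged; inactive = the rest, including those meeting only one limit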;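 note: in these data hits start at about 27%; measured in HUVEC primary endothelial cells; signal is the percent of cells scored E-selectin positive by PE staining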
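Read-out basis: % PE-positive cells; Test system: HUVEC primary endothelial cells; Technique: immunofluorescence imaging; Dosing: single-point compound dose.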
* = called active by the depositor; ? = inconclusive; / = no result given; & = joins results of further samples.

no.	SMILES	ERp5 block	RAD52 inh	S100A4 inh HTS	RAD54 inh	XiGFP reactiv	esBAF inh	ERAP1 inh	E-sel inducer
1	CC(=O)N(C)C[C@@H]1Oc2cc(-c3ccc(F)cc3)ccc2S(=O)(=O)N([C@H](C)CO)C[C@@H]1C	-6	20	-8	4	0.2	-5	0	0.4
2	C/C(CC(=O)NC12CC3CC(CC(C3)C1)C2)=N\NC(=O)c1ccc(F)cc1	2	-9	-2	8	0.4	30	3	0.1
3	CCN(Cc1ccncc1)Cc1cn[nH]c1-c1ccc(OC)cc1F	-3	-2	11	/	0.0	/	3	/
4	O=C(CNC(=O)C1COc2ccccc2O1)N/N=C/c1ccc(O)cc1O (configuration not stated)	-2	-23	-10	/	0.5	-1	-3	/
5	CN(C)CC(=O)N1[C@@H]2Cn3c(ccc(C4=CCCC4)c3=O)[C@H]1[C@@H](C(=O)NCC1CCCCC1)[C@@H]2CO	1	19	-7	1	0.0	-5	1	-0.1
6	CCN(C(=O)CN1C(=O)/C(=C/c2ccccc2F)SC1=S)C1CCS(=O)(=O)C1 (configuration not stated)	3	-20	0	1	0.0	7	0	/
7	O=C(NC1CCCc2ccccc21)C1CCC(CNc2c(N3CCOCC3)c(=O)c2=O)CC1 (configuration not stated)	0	-35	5	2	0.3	-6	-1	0.1
8	CCN1CCCC1CNC(=O)c1cc(S(N)(=O)=O)ccc1OC (configuration not stated)	1	-358	19	3	0.0	-6	0	-0.1
9	CC1CCCC(n2cnc3cc(C(=O)O)ccc32)C1C (configuration not stated)	-1	-5	-1	0	0.1	2	-2	-0.1
10	Cc1cc(C(=O)COC(=O)c2ccc(Br)o2)c(C)n1C	2	-13	3	-11	0.1	45*	1	2.8
11	COc1ccc(NC(=O)CSc2nnc(C)s2)cc1S(=O)(=O)N1CCOCC1	4	-2	23	3	-0.1	6	0	/
12	CCOC(=O)C1(Cc2ccc(Cl)cc2)CCN(C(=O)c2cnc(C)cn2)CC1	-3	2	-1	-6	0.0	/	/	-0.6
13	Cc1cc2cc3c(cc2nc1SCc1ccccn1)OCCO3	2	-7	-6	/	0.0	/	-3	-1.6
14	Cc1ccc(CCSc2ccc(C(C)C)cc2)cn1	0	-6	6	-4	0.0	18	1	/
15	COc1ccc(S(=O)(=O)N2CCOCC2)cc1NC(=O)C1CCCCN1S(=O)(=O)c1ccccc1 (configuration not stated)	3	-7	-26	6	0.0	2	1	/
16	NCC[C@@H]1CC[C@@H](NC(=O)C2CCCCC2)[C@@H](CO)O1	-5	-8	-8	3	0.7	5	-3	-0.2
17	O=C(COc1ccc(S(=O)(=O)N2CCOCC2)cc1Cl)NC1CC1	4	-3	0	-1	0.1	4	-1	/
18	CCOC(=O)N1CCC(NC(=O)C2CCN(S(=O)(=O)c3ccc4c(c3)oc(=O)n4C)CC2)CC1	-3	-8	-1	/	0.5	/	1	1.2
19	CCN(CC)c1ccc(/C=N/NC(=O)CNC(=O)c2ccc3c(c2)OCCO3)cc1	3	-20	-4	-2	0.3	4	-11	/
20	CCN1C[C@@H]2[C@@H]3C(=O)N(C)C(=O)[C@@H]3[C@](CC)(C1=O)N2C(=O)c1ccc(F)cc1	-3	-20	11	-4	-0.1	-5	-8	-0.1
21	O=C(COC(=O)[C@H](Cc1c[nH]c2ccccc12)NC(=O)c1cccs1)NCc1ccccc1	0	-65	1	8	0.0	/	0	/
22	O=C(C[C@H]1CC[C@H](NC(=O)c2ccccc2)[C@H](CO)O1)NCCc1ccncc1	-4	-1	7	-10	-0.3	-3	0	-0.3
23	O=C(NN1C(=O)NC2(CCCCC2)C1=O)c1cc(F)cc(F)c1	1	12	1	-13	0.2	0	-1	15
24	COc1ccc(NC(=O)Nc2ccc3c(c2)C(=O)N([C@@H](C)CO)C[C@H](C)[C@H](CN(C)C(=O)Nc2c(C)noc2C)O3)cc1	1	-1	-7	8	0.0	1	-2	0.1
25	N#Cc1ccc(C(=O)N2CCN(S(=O)(=O)c3ccc(Cl)s3)CC2)cc1	1	-23	2	7	0.0	-7	1	-0.6
26	N#C[C@H]1[C@@H](c2ccccc2C2=CCCC2)[C@H](CO)N1C(=O)c1cccc(F)c1	2	-1	7	/	0.0	/	-2	0.1
27	Cc1cc(C)c2cc(CN(Cc3cccs3)Cc3nnnn3CC3CCCO3)c(=O)[nH]c2c1 (configuration not stated)	6	-12	-3	16	/	-6	0	/
28	O=C(NC(c1ccccc1)c1ccsc1)C1CCN(Cc2ccc(Oc3ccccc3)cc2)CC1 (configuration not stated)	-1	-26	-3	10	0.0	-13	-1	-0.1
29	O=C(Nc1ccccc1)N1CCCCN2[C@H](C1)[C@@H](c1ccc(-c3ccccc3)cc1)[C@@H]2CO	5	-29	13	-4	0.2	/	-1	0.0
30	Cc1ccc(NC(=O)COC(=O)CCc2ccc(S(=O)(=O)N3CCOCC3)cc2)cc1F	2	-9	1	/	0.1	/	-3	/
31	N#Cc1ccc(C(=O)NC(=S)N2CCN(C=O)CC2)cc1	2	-9	-1	-7	0.2	0	-2	2.1
32	Cc1ccc(NC(=O)CSc2nn3c(=O)c(C)nnc3s2)cc1Cl	1	8	5	9	0.0	0	1	-0.1
33	CC(C)NC(=S)NN=C1c2ccccc2-c2ccccc21	0	-19	-12	2	0.0	-3	-4	8.1
34	COc1ccc(/C=N/Nc2ccccc2C(=O)O)cc1	-1	-17	-1	-13	0.0	-29	-11	/
35	CCCc1c(C(=O)N/N=C/c2ccc(OCc3ccccc3)c(OC)c2)nnn1-c1nonc1N	2	-6	0	-4	0.0	19	0	/
36	CCOC(=O)C1(CCOc2ccccc2)CCN(CC2CC2)CC1	-3	-10	4	-11	0.1	0	-5	/
37	O=c1[nH]cc(NCCc2ccccc2)c(=O)[nH]1	1	-40	4	-10	0.0	11	0	4.2
38	O=c1cc(NC2CCCCC2)[nH]c(=O)[nH]1	-1	-20	1	/	0.0	/	/	/
39	CCCNC(=O)C(=O)NCC(c1ccc2c(c1)OCO2)N1CCN(c2ccc(F)cc2)CC1 (configuration not stated)	25	-6	22	-5	0.0	8	2	3.7
40	CCOc1cc(S(=O)(=O)NC2CC(C)(C)NC(C)(C)C2)ccc1Cl	6	-7	-3	-5	0.1	1	4	0.0
41	CCCCOc1ccc(CONS(=O)(=O)c2ccc(NC(C)=O)cc2)cc1Cl	-1	-16	-3	/	0.2	/	2	/
42	O=C(Nc1ccccc1F)N1C[C@@H]2[C@H](c3ccccc31)[C@H](CO)N2C(=O)C1CCOCC1	0	16	68	-8	-0.1	8	5	0.1
43	COc1cc2c(cc1OC)C(C)N(C(=O)c1sccc1C)CC2 (configuration not stated)	/	-2	7	9	0.0	-5	-1	/
44	CSc1nc2c(=S)[nH]c(=S)[nH]c2s1	3	-4	-3	/	0.0	/	4	-0.1
45	O=C(NC1CCCCC1)C(c1cccc2ccccc12)n1c(=O)c(-c2ccco2)nc2ccccc21 (configuration not stated)	5	-36	-4	/	0.1	/	/	1.2
46	COc1ccc(-n2cc(-c3ccccc3)c3c(NCCOCCO)ncnc32)cc1	1	-49	-3	-3	0.0	5	2	?
47	COc1ccc(CN(C)C(=O)/C=C/c2ccc(S(=O)(=O)N3CCOCC3)cc2)cc1F	-3	-6	-4	-12	0.0	1	-7	-0.1
48	Cn1ccc(C(=O)N/N=C/c2ccncc2)n1	1	-1	2	-10	0.0	4	0	0.0
49	CCCC(=O)Nc1ccc2c(c1)OC[C@H](C)N(Cc1ccccc1F)C[C@H](C)[C@H](OC)CN(C)C2=O	0	-4	6	-3	0.4	3	-1	-0.1
50	CCOC(=O)C1=CCN(S(=O)(=O)c2ccccc2Br)C1c1ccc(F)cc1 (configuration not stated)	3	-5	7	-4	0.0	-1	-6	-0.2

Full records, looked up by structure. Screens in order: ERp5 block	RAD52 inh	S100A4 inh HTS	RAD54 inh	XiGFP reactiv	esBAF inh	ERAP1 inh	E-sel inducer
COc1ccc(-n2cc(-c3ccccc3)c3c(NCCOCCO)ncnc32)cc1 is listed with 1	-49	-3	-3	0.0	5	2	?
COc1ccc(CN(C)C(=O)/C=C/c2ccc(S(=O)(=O)N3CCOCC3)cc2)cc1F is listed with -3	-6	-4	-12	0.0	1	-7	-0.1

Further entries:
no.	SMILES	ERp5 block	RAD52 inh	S100A4 inh HTS	RAD54 inh	XiGFP reactiv	esBAF inh	ERAP1 inh	E-sel inducer
51	O=C(COC(=O)c1ccc([N+](=O)[O-])s1)Nc1ccc(F)cc1	-6	3	-1	-1	0.2	-8	-1	/
52	O=C(C[C@H]1C[C@H]2c3cc(NC(=O)CC4CC4)ccc3O[C@H]2[C@@H](CO)O1)NCc1ccc(-c2ccccc2)cc1	53*	2	4	3	-0.1	-5	10	0.5
53	CC(=O)N1CCSc2ccc(S(=O)(=O)NCc3ccccc3)cc21	24	-6	-3	-12	-0.1	-2	1	/
54	COc1ccc2nc(C)cc(N3CCN(c4ccccc4)CC3)c2c1	-12	-9	-11	14	0.1	-13	2	/
55	C[C@@H]1CN([C@@H](C)CO)C(=O)Cc2cc(NC(=O)Nc3ccc(F)cc3)ccc2O[C@H]1CN(C)C(=O)Nc1ccc(F)cc1	-2	9	-3	3	0.2	-3	0	-0.2
56	Cc1cc2nc(/N=C(\N)NC(=O)N3c4ccccc4Sc4ccccc43)nc(C)c2cc1C	2	-17	-17	7&-2	0.0	/	1	0.1
57	CCN(CC)C(=O)Cn1cc(C(=O)C(=O)N2CC=C(c3ccccc3)CC2)c2ccccc21	-3	-336	-8	/	0.0	/	1	0.3
58	CCCn1nc2cc(C(=O)NCCc3ccc(C)cc3)ccc2c1OCC	2	-3	2	4	0.1	-2	5	0.7
59	Cc1cc(OC2CCCCC2)nc(NCc2ccccc2)n1	4	-9	-5	5	-0.1	/	0	3.0
60	CO[C@@H]1CN(C)C(=O)c2ccc(NC(=O)c3ccccc3F)cc2OC[C@@H](C)N(CC2CCOCC2)C[C@H]1C	-5	-3	6	-1	-0.2	1	-6	0.1
61	CC(=O)c1cccc(NC(=O)c2ccc(NC(=O)CCS(=O)(=O)c3cccs3)cc2)c1	5	-16	1	-1	0.5	-1	-5	/
62	COc1ccc(C#Cc2ccc3c(c2)[C@H]2[C@H](CCN2C(=O)C2CCOCC2)[C@H](CO)N3)cc1	/	/	/	-6	0.3	-3	/	0.7
63	COc1cc(/C(C)=N/N2CCN(Cc3ccc(C)cc3)CC2)ccc1O	-2	-5	1	-4	0.0	2	-2	/
64	CSc1ccccc1C(=O)NCCSc1ccc(C)cc1	5	-5	6	-12	0.2	-4	-2	/
65	CN(C)C(=O)C[C@H]1CC[C@H]2[C@@H](COC[C@@H](O)CN2Cc2nccs2)O1	-1	-6	18	0	0.0	0	1	-0.1
66	COc1cc(NC(=O)Cn2cnc(S(=O)(=O)N3CCOCC3)c2)cc(OC)c1OC	1	4	0	1	0.0	1	2	/
67	COc1cc(/C=N/N2CCN(C3c4ccccc4-c4ccccc43)CC2)cc(OC)c1OC	-7	-10	2	/	0.3	/	1	0.1
68	O=Nc1c2ccc[nH]c-2c2ccc([N+](=O)[O-])cc12	1	-5	-3	/	0.0	/	1	-0.2
69	COc1ccccc1N(C)S(=O)(=O)c1ccc(C(=O)N2CCC2)cc1	-1	-4	1	-11	0.2	0	-8	0.1

Screening data deposited in PubChem BioAssay by Broad Institute.
